RAD54 inh: inhibitors of human RAD54 branch migration. Q92698. RAD54 Holliday junction branch migration, FAM/BHQ fluorescence. inhibition, % at 10.4 µM. 0.14% of 360,000 active;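 active = mean normalized replicate activity at least 40 and at least half of replicates scoring 40 or more; inconclusive = only one of the two criteria met; inactive = mean below 40 and under half of replicates reaching 40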;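 note: 0% = median of neutral control wells and 100% = median of positive control wells; inhibitors cause a drop in the FAM fluorescence signal; in these data hits start at about 50%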
Xi reactivation: reactivates the inactive X chromosome in mouse fibroblasts; XiGFP mouse fibroblasts, % GFP-positive cells imaging, 3 d; cells co-treated with 5-aza-dC sensitizer; scaled so ellipticine positive control = 100%; 0.055% of 360,000 active; activation, % at 7.58 µM; AID 743238;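 active = mean normalized replicate activation at least 10% and every replicate at or above 10%; inconclusive = only one of the two criteria met; inactive = mean below 10% and not all replicates reach 10%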;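 note: 0% = median of on-plate neutral control wells and 100% = ellipticine 6 µM median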
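System: XiGFP fibroblasts, SV40-immortalized. Medium: DMEM plus 5-aza-dC sensitizer. Doses: single point. Timing: 3 d treatment, 15 min room-temperature fixation. Control set: ellipticine 6 µM.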
esBAF inh: SWI/SNF esBAF complex inhibition; 2% of 350,000 active; reporter increase, % at 12.5 µM; mouse ES cells, Bmi1-luciferase knock-in reporter, 24 h; 100% = twice the neutral-well signal; AID 602393; in the data active = activation above about 40%; inconclusive = no clear call, values can overlap the other calls;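 note: 0% = median of the plate's neutral control wells and 100% = double that signal; a rise in the Bmi1 reporter signal indicates esBAF inhibition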
RAD52 inh: RAD52 (human) annealing inhibition | P43351 | recombinant RAD52 DNA annealing, FRET fluorescence | inhibition, % at 18.7 µM | 0.46% of 360,000 active | AID 651710;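 active = every replicate showing at least 50% inhibition; inconclusive = mean inhibition at least 50% but not in every replicate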
Target sequence (P43351 whole entry, looked up): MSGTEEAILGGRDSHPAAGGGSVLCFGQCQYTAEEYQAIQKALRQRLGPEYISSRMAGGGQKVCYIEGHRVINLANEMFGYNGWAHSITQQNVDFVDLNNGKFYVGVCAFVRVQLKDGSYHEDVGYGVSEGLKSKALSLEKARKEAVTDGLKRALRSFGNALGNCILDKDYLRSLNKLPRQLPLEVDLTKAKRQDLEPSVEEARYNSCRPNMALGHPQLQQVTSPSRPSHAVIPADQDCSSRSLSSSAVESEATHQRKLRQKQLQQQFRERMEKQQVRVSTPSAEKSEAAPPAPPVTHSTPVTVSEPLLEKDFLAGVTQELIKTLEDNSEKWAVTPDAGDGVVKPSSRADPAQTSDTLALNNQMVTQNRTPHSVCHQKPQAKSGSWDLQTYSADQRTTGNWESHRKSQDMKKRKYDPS
ERp5 block: inhibitors of human ERp5 | ERp5 insulin aggregation, absorbance 650 nm, 90 min | inhibition, % at 9.99 µM | 0.05% of 350,000 active | AID 651711;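 active = mean replicate inhibition above about 25%, with every replicate also reaching it, limit read from the data, passing the limit was not always enough; inconclusive = only one of those two criteria met; inactive = neither criterion met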
Target sequence (Q15084 whole entry, looked up): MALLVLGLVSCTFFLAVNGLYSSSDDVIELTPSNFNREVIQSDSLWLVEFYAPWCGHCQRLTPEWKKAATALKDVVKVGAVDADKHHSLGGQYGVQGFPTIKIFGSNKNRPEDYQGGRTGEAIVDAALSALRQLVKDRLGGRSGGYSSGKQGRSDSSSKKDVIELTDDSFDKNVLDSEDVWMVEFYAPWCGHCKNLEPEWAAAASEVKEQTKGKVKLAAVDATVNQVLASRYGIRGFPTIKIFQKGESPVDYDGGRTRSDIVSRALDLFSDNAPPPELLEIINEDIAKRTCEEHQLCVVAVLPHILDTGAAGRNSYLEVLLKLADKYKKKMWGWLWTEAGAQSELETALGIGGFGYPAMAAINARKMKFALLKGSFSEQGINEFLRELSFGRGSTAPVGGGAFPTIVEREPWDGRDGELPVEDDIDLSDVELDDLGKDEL
S100A4 MyoIIA: blocks human S100A4 binding to myosin IIA peptide; S100A4/TAMRA-MyoIIA peptide fluorescence polarization; inhibition, % at 10.7 µM; 0.14% of 360,000 active;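 active = mean inhibition of at least 70% across replicates, with every replicate also reaching that level; inconclusive = mean inhibition reaches 70% but some replicates fall short; inactive = mean inhibition below 70%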
Target sequence (P26447 whole entry, looked up): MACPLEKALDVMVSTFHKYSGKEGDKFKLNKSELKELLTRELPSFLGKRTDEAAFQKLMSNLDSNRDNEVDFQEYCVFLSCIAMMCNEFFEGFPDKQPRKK
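Material: S100A4 monomer protein | Medium: HEPES pH 7.2 with CaCl2, KCl, NaCl, DTT, Triton | Reagent: Labelled myosin peptide probe, 5 nM | Doses: One dose per compound | Times: 5 min incubation before reading | Benchmarks: Neutral control DMSO, positive control TFP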
E-selectin induc: induces E-selectin expression in human endothelial cells; P16581; HUVEC E-selectin immunofluorescence imaging; normalized: neutral wells 0, TNF-alpha wells 100; activation, % at 7.58 µM; 0.37% of 260,000 active; AID 686992;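 active = mean E-selectin-positive cell signal at least 10% of the positive control, reached in at least 60% of replicates, without over 20% cell loss; inconclusive = no rule given, readout overlaps actives, possibly toxicity-flagged; inactive = the rest, including those meeting only one limit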;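 note: in these data hits start at about 27%; measured in HUVEC primary endothelial cells; signal is the percent of cells scored E-selectin positive by PE staining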
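Read-out: % PE-positive cells | Test system: HUVEC | Doses: One compound dose added by pin transfer | Buffer or medium: EGM-2 over gelatin coat | Signal: Immunofluorescence imaging | Benchmarks: TNF-alpha, DMSO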
ERAP1 inh: inhibitors of human ERAP1 aminopeptidase; Q9NZ08; recombinant ERAP1, Leu-AMC fluorescence, 60 min; inhibition, % at 10.7 µM; 0.15% of 340,000 active;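 active = mean replicate inhibition of at least 30%, or all replicates individually reaching that 30% level; inactive = mean below 30% and not every replicate reaching it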;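 note: 0% = neutral control wells and 100% = L-leucinethiol positive control wells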
* = called active by the depositor; ? = inconclusive; . = no result given.

entry	Molecule	RAD54 inh	Xi reactivation	esBAF inh	RAD52 inh	ERp5 block	S100A4 MyoIIA	E-selectin induc	ERAP1 inh
1	COc1ccc(NC(=O)CN(C)C2=NS(=O)(=O)c3ccccc32)cc1Cl	-2	0.2	-2	-5	1	0	-0.2	1
2	COc1ccc(Br)cc1S(=O)(=O)Nc1ncccc1C	.	-0.1	.	-3	7	4	.	1
3	COCCCNC(=O)CN(c1ccc(F)cc1)S(=O)(=O)c1ccc2c(c1)OCCO2	-2	0.0	-7	-3	2	-1	.	1
4	Nc1sc(Cc2ccccc2)cc1C(=O)c1c(-c2ccccc2)[nH]c2ccccc12	.	0.2	.	-28	-6	-5	1.2	.
5	NC(=O)C1CCN(C(=O)Cc2ccsc2)CC1	-3	0.0	9	-6	5	4	-0.1	-5
6	O=C(NCCCN1CCCC1=O)c1ccc(S(=O)(=O)Nc2ccccc2)cc1	3	0.1	-3	-1	-2	23	-2.3	0
7	Cc1cc(NC(=O)CSCC(=O)Nc2nc3ccccc3s2)no1	7	-0.1	4	-33	0	3	0.8	-3
8	C[C@H](O)C#Cc1cnc2c(c1)C(=O)N([C@H](C)CO)C[C@@H](C)[C@H](CN(C)C(=O)CN1CCOCC1)O2	-3	-0.1	6	1	8	2	.	6
9	COc1ccc(C(=O)Nc2ccc3c(c2)C(=O)NC3=O)cc1	-7	-0.1	-3	-15	?	-5	0.0	-4
10	Cc1noc(C)c1NC(=O)Nc1ccc2c(c1)CC(=O)N([C@@H](C)CO)C[C@@H](C)[C@@H](CN(C)Cc1ccc(C(=O)Nc3ccccc3N)cc1)O2	.	-0.6	.	-1	-5	1	-2.8	1
11	COc1ccc(/C=C/C(=O)OCC(=O)c2ccc(S(=O)(=O)N3CCCCC3)cc2)cc1OC	-1	0.6	.	-10	-5	-3	-2.2	3
12	COc1cccc2c1OCC(CN1CCN(CCC(C)C)C(CCO)C1)=C2 (stereo unspecified)	.	0.3	.	-10	1	-1	.	5
13	CC(NCCC1(C(C)C)CCOC(C)(C)C1)c1cccs1 (stereo unspecified)	5	-0.1	-7	-11	5	-4	2.7	2
14	CCC(=O)N1CCCCN2[C@H](CO)[C@H](c3ccc(C#CCOC)cc3)[C@H]2C1	2	0.3	2	-9	-2	26	0.3	-1
15	Nc1ccccc1-c1nnn(CC(=O)N2CCCc3ccccc32)n1	3	.	3	-11	1	-3	.	-1
16	COc1ccc2oc(C(=O)N3CCN(C(c4ccccc4)c4ccccc4)CC3)c(C)c2c1	-7	0.3	-5	-11	4	9	.	-1
17	CC1(C)C(=O)N(c2ccccc2Cl)C(=O)c2ccccc21	15	0.1	0	-8	3	11	1.3	3
18	O=C([C@@H]1[C@@H](CO)[C@@H]2Cn3c(cccc3=O)[C@H]1N2CCC(F)(F)F)N1CCCCC1	3	0.1	2	-7	1	-1	0.0	0
19	C[C@@H]1CN([C@@H](C)CO)C(=O)c2cc(NS(=O)(=O)c3ccccc3)ccc2O[C@@H](C)CCCCO[C@H]1CN(C)C(=O)CCCN(C)C	5	0.2	-4	10	0	-5	0.5	0
20	O=C(O)C[C@@H]1C[C@@H]2c3cc(NS(=O)(=O)c4ccccc4)ccc3O[C@@H]2[C@@H](CO)O1	.	0.1	.	7	0	4	0.2	-2
21	O=[N+]([O-])c1cnn(-c2nc(-c3ccco3)cc(C(F)(F)F)n2)c1	.	-0.2	2	-6	-2	0	-0.2	.
22	Cc1nc2cc(C(=O)N3CCc4ccccc43)ccc2n1-c1ccc(F)c(F)c1	5	0.1	4	-2	0	2	-0.3	0
23	O=C(Nc1cccc(S(=O)(=O)N2CCCCC2)c1)c1c2c(nc3ccccc13)CCN(Cc1ccccc1)C2	.	0.0	.	-41	-2	-11	-2.5	-2
24	COC(=O)C[C@@H]1CC[C@@H]2[C@H](COC[C@H](O)CN2S(=O)(=O)c2ccccc2C)O1	4	-0.2	-5	-5	-1	-34	-0.1	0
25	COc1ccc(CNC(=O)Cc2cn(C)c3ccccc23)c(OC)c1	-4	0.2	-1	-17	4	-2	0.2	-8

More compounds.
entry	Molecule	RAD54 inh	Xi reactivation	esBAF inh	RAD52 inh	ERp5 block	S100A4 MyoIIA	E-selectin induc	ERAP1 inh
26	O=C(C[C@@H]1CC[C@H](NC(=O)C2CC2)[C@H](CO)O1)NCCCN1CCOCC1	-2	0.2	-4	-12	3	1	-0.3	-1
27	Cc1cc(S(=O)(=O)N2CCCC(C(=O)Nc3ccc(C(=O)O)cc3)C2)ccc1Cl (stereo unspecified)	.	0.0	-1	-9	-2	-5	.	-24
28	CCCCN(C(=O)C(C)N1C(=O)c2ccccc2C1=O)c1c(N)n(CCCC)c(=O)[nH]c1=O (stereo unspecified)	-2	0.1	-7	-10	-1	-3	-0.4	2
29	CC1CCCN(C(=O)CSc2n[nH]c(-c3cccs3)n2)C1 (stereo unspecified)	-4	0.1	23	-28	11	1	.	-4
30	O=C(Nc1ccc(F)c(F)c1)C1CCN(S(=O)(=O)c2cccs2)CC1	0	-0.1	3	-4	1	-3	-0.4	0
31	CC(C)(C)OC(=O)C[C@@H]1C/C=C\C[C@@H](CC(=O)NCCO)C(=O)NC[C@@H](c2ccccc2)OC1=O	4	0.0	-6	-7	3	-4	-0.6	-5
32	O=C(CN1CCOCC1)N[C@H]1CC[C@@H](CCn2cc(C3CCCC3)nn2)O[C@H]1CO	.	0.1	.	-5	0	3	0.0	0
33	COc1ccc(CCNC(=O)COc2ccc(S(=O)(=O)NCC(C)C)cc2Cl)cc1OC	.	0.0	.	-9	-1	-1	.	-1
34	O=C(c1ccccc1-c1ncc[nH]1)N1CCc2c([nH]c3ccccc23)C1c1ccccn1 (stereo unspecified)	.	0.0	.	-21	9	-2	.	-4
35	CC(NCc1ccc(S(N)(=O)=O)cc1)C(=O)N1CCc2ccccc21 (stereo unspecified)	.	-0.2	.	-3	-4	-5	-0.2	.
36	CCCN1CCC(CCOc2ccccc2)(C(=O)OCC)CC1	2	0.0	-3	-1	-2	1	.	-2
37	Cc1ccc(-c2nc3c(Br)cc(C)cn3c2Cc2cccc(Cl)c2)cc1	.	-0.1	.	-74	-7	-11	0.2	0
38	COC(=O)c1ccccc1NC(=O)C(C)n1nc(C)c2c(C)n(-c3ccccc3)nc2c1=O (stereo unspecified)	0	0.1	7	-58	-4	-8	0.5	1
39	CN(C)CCCNC(=O)C[C@H]1CC[C@H](NS(=O)(=O)c2ccccc2)[C@H](CO)O1	4	-0.1	-6	3	-3	8	-0.5	1
40	Cc1ccc2oc(=O)n(CC(=O)N3CCOCC3)c2c1	5	0.0	-7	-9	-5	0	0.0	.
41	COC(=O)c1cc(Cl)ccc1NCC(N)c1ccccc1 (stereo unspecified)	5	0.0	0	20	-1	-4	1.4	16
42	COc1ccc(NC(=O)Nc2ccc3c(c2)C(=O)N([C@@H](C)CO)C[C@H](C)[C@@H](CN(C)S(=O)(=O)c2ccc(F)cc2)OCCCC[C@H](C)O3)cc1	2	0.3	-2	20	9	-21	.	4
43	Cc1ccc(S(=O)(=O)Nc2ccc3c(c2)CC(=O)N([C@@H](C)CO)C[C@@H](C)[C@H](CN(C)C(=O)Nc2ccccc2)O3)cc1	-4	0.8	-3	6	3	-2	.	2
44	CCN(CC)S(=O)(=O)c1cccc(C(=O)Nc2ccc3c(c2)OCO3)c1	.	0.0	.	-19	-4	0	6.6	-3
45	Cc1ccc(NC(=O)CC2(CC(=O)O)CCCC2)cc1	-4	-0.1	1	8	-10	7	-0.1	-5
46	CCC1CCCCN1C(=O)c1ccc(OC2CCN(Cc3ccccn3)CC2)cc1 (stereo unspecified)	-4	0.1	-1	-8	9	-2	-0.2	1
47	C[C@H](CO)N1C[C@H](C)[C@H](CN(C)Cc2ccc(Oc3ccccc3)cc2)Oc2ccc(NC(=O)C3CCCCC3)cc2CC1=O	-7	0.4	3	-26	-3	13	0.2	-1
48	CN(C)CCCn1c2c(c(SCC(=O)Nc3cccc4ccccc34)nc1=O)CCCC2	-9	0.5	-3	-7	5	0	-1.0	1
49	O=[N+]([O-])c1ccc(S(=O)(=O)Nc2nc3ccccc3nc2Nc2ccccc2)cc1	.	0.1	.	0	6	2	.	-7
50	CCOC(=O)c1c(NC(=O)C2CC(Cl)=CCC2C(=O)O)sc2c1CC(C)(C)OC2 (stereo unspecified)	.	0.0	.	-7	0	0	.	-8

The closing 2 compounds of the part before open the next one.
entry	Molecule	RAD54 inh	Xi reactivation	esBAF inh	RAD52 inh	ERp5 block	S100A4 MyoIIA	E-selectin induc	ERAP1 inh
49	O=[N+]([O-])c1ccc(S(=O)(=O)Nc2nc3ccccc3nc2Nc2ccccc2)cc1	.	0.1	.	0	6	2	.	-7
50	CCOC(=O)c1c(NC(=O)C2CC(Cl)=CCC2C(=O)O)sc2c1CC(C)(C)OC2 (stereo unspecified)	.	0.0	.	-7	0	0	.	-8
51	O=C(O)c1[nH]c2ccccc2c1C(c1cc(Cl)cc([N+](=O)[O-])c1O)c1c(C(=O)O)[nH]c2ccccc12	19	0.3	4	-8	3	2	1.3	21
52	COc1ccc(N2CCN(S(=O)(=O)c3c(C)n(C)c(=O)n(C)c3=O)CC2)cc1	1	0.4	3	10	-4	17	0.9	-1
53	COc1ccc(C(=O)Nc2ccc3cn[nH]c3c2)c(OC)c1	.	0.1	10	-12	-1	-2	.	8
54	Cc1cc2nc(-c3ccc(SCC(=O)Nc4ccc(S(=O)(=O)NC5CC5)cc4)nc3)[nH]c2cc1C	.	0.1	.	-54	-2	-1	.	0
55	O=C(Nc1ccc(F)cc1)N1C[C@@H]2[C@H](c3ccccc31)[C@@H](CO)N2C(=O)c1ccc(F)cc1	-17	0.0	2	.	.	.	0.2	.
56	O=C(N/N=C/c1ccc2c(c1)OCO2)c1ccccn1	-2	.	-60	1	-4	-1	.	6
57	COc1cc(C(=O)Nc2ccc(N(C)C)cc2)c([N+](=O)[O-])cc1OC	-7	0.0	-2	-3	0	-17	0.2	-2
58	CN1CCN(c2ccc(S(=O)(=O)N3CCCCC3)cc2[N+](=O)[O-])CC1	-6	0.2	-2	-14	3	-31	4.4	0
59	S=c1[nH]nc(Cn2c(-c3ccccn3)nc3ccccc32)n1-c1ccc2c(c1)OCCO2	2	0.1	37	-10	-2	-1	1.7	1
60	CCCNC(=O)N[C@H]1C=C[C@@H](CC(=O)N2CCN(C)CC2)O[C@H]1CO	6	0.5	1	13	-1	4	0.0	0
61	O=C(c1ccccc1F)N1CC[C@@H]2[C@H]1c1cc(-c3ccc(F)cc3)ccc1N[C@@H]2CO	-6	-0.1	-2	-30	6	11	-0.5	0
62	O=C(N/N=C/c1cc(Br)c(O)c(Br)c1)c1cccnc1	11	0.0	-6	-12	1	-1	0.4	3
63	CC1CCCC(NC(=O)C2CCN(S(=O)(=O)c3cccc4nonc34)CC2)C1C (stereo unspecified)	9	0.1	-2	-24	7	-5	.	0
64	COc1cccc(C#Cc2ccc([C@@H]3[C@@H](C#N)N(C(=O)C4CCCCC4)[C@H]3CO)cc2)c1	0	0.2	-1	-98	-7	-14	-0.5	-1
65	COc1ccccc1CNC(=O)CN1C(=O)NC(C)(c2ccc(C(C)(C)C)cc2)C1=O (stereo unspecified)	-2	0.0	1	1	-1	-39	-0.1	-3
66	COC(=O)/C=C/c1ccc(-n2ccnc2)cc1	.	0.5	.	-6	3	2	.	2

Screens deposited in PubChem by Broad Institute.

Outcome played no part in choosing rows (roughly 2.5% active in at least one column).
